High-throughput results (PubChem BioAssay)
H1N1 NS1A inhibition – H1N1 influenza NS1A inhibitors, functional cell based assay (AID 504329) | NS1A functional cell-based assay, percent inhibition; higher % means a stronger effect | one-dose inhibition, % at 12.5 µM; IC50 in µM for titrated hits | 340,000 compounds, 0.3% hits; in the data active means a potency from the dose series; inconclusive means inhibition above about 27% without an active follow-up result; further: strong numbers were not always called active
VEEV TC-83 Vero – inhibitors of VEEV TC-83 cytopathic effect, confirmation, Vero cells (AID 588727). Vero cells, VEEV TC-83 cytopathic effect inhibition; higher % means a stronger effect. 350,000 compounds, 0.13% hits. inhibition, % at 20 µM; hits with a dose series show IC50 in µM; in the data active means a potency from the dose series; inconclusive means inhibition mostly from about 14% at the one dose, without a potency; inactive means the rest, 99 in 100 with inhibition below about 12%; further: strong numbers were not always called active
PhoP GFP inhibition – PhoP regulon inhibitors, Salmonella typhi PhoP promoter GFP reporter, confirmatory (AID 1850); Salmonella Typhi PhoP-promoter GFP reporter, fluorescence, 4 h; higher % means a stronger effect; inhibition, % at 50 µM; hits with a dose series show IC50 in µM; 310,000 compounds, 0.33% hits; in the data active means a potency from the dose series; inconclusive means inhibition mostly from about 25% at the one dose, without a potency; inactive means the rest, 99 in 100 with inhibition below about 19%;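 further: 0% = induced wells with vehicle and 100% = uninduced wells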
M. tuberculosis HTS – M. tuberculosis growth inhibition, HTS (AID 449762) | M. tuberculosis H37Rv growth inhibition, 7H9 media; higher % means a stronger effect | inhibition, % at 25 µM; hits with a dose series show IC50 in µM | 330,000 compounds, 0.59% hits; in the data active means a potency from the dose series; inconclusive means inhibition above about 70% without an active follow-up result;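 further: bacterial growth assessed after seven days of incubation; strong numbers were not always called active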
M. tuberculosis – growth inhibition of non-replicating M. tuberculosis (AID 488890); Mycobacterium tuberculosis non-replicating, growth inhibition; higher % means a stronger effect; 320,000 compounds, 0.39% hits; one-dose inhibition, % at 25 µM; IC50 in µM for titrated hits; in the data active means a potency from the dose series; inconclusive means inhibition mostly from about 82% at the one dose, without a potency; inactive means the rest, 99 in 100 with inhibition below about 76%;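 further: plate controls were DMSO cells for no effect and high antibiotic wells for full effect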
VEEV TC-83 Vero 10K pilot screen – further read-out of VEEV TC-83 Vero, marked with its call; inhibition, %; measured here: 10K pilot screen inhibition
Starred values were filed as active, the others as inactive.

`O=C(N/N=C/c1ccccc1)C(=O)N/N=C/c1ccccc1` gave H1N1 NS1A inhibition 5%, VEEV TC-83 Vero inactive, PhoP GFP inhibition 12%, M. tuberculosis HTS 2% and M. tuberculosis -20%.
Cc1cccc(NC(=S)NC(=O)/C=C/c2ccco2)c1 was read as H1N1 NS1A inhibition 8%, VEEV TC-83 Vero 9.1%, PhoP GFP inhibition -1%, M. tuberculosis HTS -3% and M. tuberculosis 12%.
For COc1ccccc1NC(=O)CN1C(=O)CCS(=O)(=O)c2ccccc21 the results were H1N1 NS1A inhibition 5%, VEEV TC-83 Vero 7.1%, PhoP GFP inhibition -2%, M. tuberculosis HTS 0% and M. tuberculosis 5%.
`Cc1ccc(-c2cc(C(F)F)nc(NCc3cccnc3)n2)cc1` gave H1N1 NS1A inhibition -2%, VEEV TC-83 Vero 6.1%, PhoP GFP inhibition 4%, M. tuberculosis HTS 60% and M. tuberculosis 12%.
Cc1nnc(SCC(=O)N(CC(C)C)C2CCS(=O)(=O)C2)n1N (stereo not given) was read as H1N1 NS1A inhibition -7%, VEEV TC-83 Vero 2.8%, M. tuberculosis HTS -7% and M. tuberculosis -8%.
For COc1ccc(Cl)cc1NC(=O)Cn1cccc1 the results were H1N1 NS1A inhibition 10%, VEEV TC-83 Vero 5.4%, PhoP GFP inhibition 2%, M. tuberculosis HTS 12% and M. tuberculosis 34%.
`c1ccc(CSc2ncccn2)cc1` gave H1N1 NS1A inhibition -9%, VEEV TC-83 Vero 1.3%, PhoP GFP inhibition -5%, M. tuberculosis HTS 4% and M. tuberculosis 19%.
Cc1nn(CC(=O)NC2CCS(=O)(=O)C2)c(C)c1S(=O)(=O)N(C)C (stereo not given) was read as H1N1 NS1A inhibition -20%, VEEV TC-83 Vero 1.4%, M. tuberculosis HTS 0% and M. tuberculosis 11%.
`CC(C(=O)O)n1nc(-c2ccccc2)c2ccccc21` (stereo not given) gave H1N1 NS1A inhibition 7%, VEEV TC-83 Vero 0.1%, PhoP GFP inhibition -2%, M. tuberculosis HTS 1% and M. tuberculosis -3%.
For COc1cccc(-c2noc(Cn3nc(C(=O)O)c4ccccc4c3=O)n2)c1 the results were H1N1 NS1A inhibition 3%, VEEV TC-83 Vero 1.6%, PhoP GFP inhibition 13%, M. tuberculosis HTS -4% and M. tuberculosis 8%.
For CCc1nc2c(c(=O)c3ccccc3n2C)c(=O)n1-c1ccc(F)cc1 the results were H1N1 NS1A inhibition -12%, VEEV TC-83 Vero 2.2%, PhoP GFP inhibition 0%, M. tuberculosis HTS -12% and M. tuberculosis -6%.
`Nc1cc(Cl)ccc1Oc1ccccc1` gave H1N1 NS1A inhibition 16%, VEEV TC-83 Vero 2.2%, PhoP GFP inhibition 3%, M. tuberculosis HTS -2% and M. tuberculosis 20%.
Screening COc1cccc(OC)c1C(=O)N1CCN(Cc2cccnc2)CC1 returned H1N1 NS1A inhibition -5%, VEEV TC-83 Vero 0.4%, PhoP GFP inhibition 8%, M. tuberculosis HTS 3% and M. tuberculosis -7%.
Screening CC(=O)Nc1ccc(S(=O)(=O)N(C)CC(=O)OCC(=O)N(CC(C)C)C2CCS(=O)(=O)C2)cc1 (stereo not given) returned H1N1 NS1A inhibition -1%, VEEV TC-83 Vero 6.9%, PhoP GFP inhibition 2%, M. tuberculosis HTS -11% and M. tuberculosis -12%.
`O=C(O)c1cccc(CSc2nc(-c3ccccc3)cc(C(F)(F)F)n2)c1` gave H1N1 NS1A inhibition -3%, VEEV TC-83 Vero inactive, PhoP GFP inhibition -12%, M. tuberculosis HTS -2% and M. tuberculosis 42%.
Screening CCN1CCN(CC(=O)Nc2cc(C(F)(F)F)ccc2OCCOC)CC1 returned H1N1 NS1A inhibition -30%, VEEV TC-83 Vero 3.6%, PhoP GFP inhibition 0%, M. tuberculosis HTS 2% and M. tuberculosis 21%.
Cc1ccc(S(=O)(=O)N(C)C)cc1NC(=O)c1ccncc1 was read as H1N1 NS1A inhibition 2%, VEEV TC-83 Vero 1.0%, PhoP GFP inhibition -3%, M. tuberculosis HTS -5% and M. tuberculosis 3%.
`CCCCCCNC(=O)N[C@@H](C(=O)NCCC[C@H]1CN2C(=NC[C@@H]2Cc2ccccc2)N1CCc1cccc(OC)c1)C(C)C` gave PhoP GFP inhibition 8%, M. tuberculosis HTS inconclusive and M. tuberculosis inconclusive.
S=c1[nH]nc(-c2ccco2)n1C1CCCCC1 was read as H1N1 NS1A inhibition -1%, VEEV TC-83 Vero 1.7%, PhoP GFP inhibition -17%, M. tuberculosis HTS 5% and M. tuberculosis -21%.
O=C(CN1CCC(NC(=O)c2ccco2)CC1)Nc1ccccc1C(F)(F)F was read as H1N1 NS1A inhibition 5%, VEEV TC-83 Vero inactive, PhoP GFP inhibition -3%, M. tuberculosis HTS 8% and M. tuberculosis -5%.
`COc1ccc(CNC(=O)C/C(C)=N/NC(=O)c2ccc([N+](=O)[O-])cc2Cl)cc1` gave H1N1 NS1A inhibition 0%, VEEV TC-83 Vero 0.9%, PhoP GFP inhibition 10%, M. tuberculosis HTS -3% and M. tuberculosis 8%.
Screening O=C(COc1ccc(F)cc1)c1c(O)cc(O)cc1O returned H1N1 NS1A inhibition 1%, VEEV TC-83 Vero 3.3%, PhoP GFP inhibition 13%, M. tuberculosis HTS 0% and M. tuberculosis -4%.
For CCCOc1ccc(CSC2=NCCN2)cc1[N+](=O)[O-] the results were H1N1 NS1A inhibition -23%, VEEV TC-83 Vero 1.2%, PhoP GFP inhibition 23%, M. tuberculosis HTS 1% and M. tuberculosis 4%.
`O=C(Nc1ccccc1F)c1oc2ccccc2c1NC(=O)C1CC1` gave H1N1 NS1A inhibition 1%, VEEV TC-83 Vero 0.6%, PhoP GFP inhibition -2%, M. tuberculosis HTS 5% and M. tuberculosis -10%.
`N#CCC(=O)N/N=C/c1cc([N+](=O)[O-])ccc1N1CCCC1` gave H1N1 NS1A inhibition -5%, VEEV TC-83 Vero 0.4%, PhoP GFP inhibition 0%, M. tuberculosis HTS 8% and M. tuberculosis 11%.
For COc1cc(O)c(C(CC(=O)N2CCOCC2)c2ccc3c(c2)OCO3)c(OC)c1 (stereo not given) the results were H1N1 NS1A inhibition 4%, VEEV TC-83 Vero 7.8%, PhoP GFP inhibition 4%, M. tuberculosis HTS 1% and M. tuberculosis -10%.
For COCCN1C(=O)N[C@@H](c2ccccc2)C(C(=O)OC)=C1C the results were H1N1 NS1A inhibition 4%, VEEV TC-83 Vero 0.3%, PhoP GFP inhibition -1%, M. tuberculosis HTS -10%, M. tuberculosis 4% and VEEV TC-83 Vero 10K pilot screen 2.0.
O=C(NNS(=O)(=O)c1ccc(F)cc1)c1cnccn1 was read as H1N1 NS1A inhibition 4%, VEEV TC-83 Vero inactive, PhoP GFP inhibition -2%, M. tuberculosis HTS 4% and M. tuberculosis -16%.
Screening Cc1cccc(N2C(=O)CC(Sc3nc(C)cc(C)n3)C2=O)c1 (stereo not given) returned H1N1 NS1A inhibition 2%, VEEV TC-83 Vero 1.2%, PhoP GFP inhibition -1%, M. tuberculosis HTS -6% and M. tuberculosis 45%.
Screening CCOC(=O)N1CCC(Nc2c(-c3ccccc3)c(=O)c2=O)CC1 returned H1N1 NS1A inhibition -10%, VEEV TC-83 Vero inactive, PhoP GFP inhibition -11%, M. tuberculosis HTS 36% and M. tuberculosis 8%.
`COc1ccc2c(c1)C(=O)C(=O)N2CC1COc2ccccc2O1` (stereo not given) gave H1N1 NS1A inhibition 16%, VEEV TC-83 Vero 2.7%, PhoP GFP inhibition -8%, M. tuberculosis HTS 9% and M. tuberculosis 36%.
`C/C(=N\Nc1ccccn1)c1ccc(OC(F)F)cc1` gave H1N1 NS1A inhibition -17%, VEEV TC-83 Vero 0.7%, PhoP GFP inhibition 16%, M. tuberculosis HTS 0% and M. tuberculosis 49%.
`Cc1ccccc1NC(=O)C1CCCN(S(=O)(=O)c2cnc[nH]2)C1` (stereo not given) gave H1N1 NS1A inhibition 5%, VEEV TC-83 Vero 1.1%, PhoP GFP inhibition -9%, M. tuberculosis HTS -15% and M. tuberculosis -6%.
`O=C(COc1ccccc1)Nc1nnc(-c2ccc3c(c2)CCCC3)o1` gave H1N1 NS1A inhibition 17%, VEEV TC-83 Vero 6.0%, PhoP GFP inhibition -8%, M. tuberculosis HTS inconclusive and M. tuberculosis 0.9µM*.
For C/C(CC(=O)NCc1ccco1)=N\NC(=O)c1ccc(Cl)cc1Cl the results were H1N1 NS1A inhibition -11%, VEEV TC-83 Vero inactive, PhoP GFP inhibition 7%, M. tuberculosis HTS -2% and M. tuberculosis -10%.
`CCC(C)NC(=O)c1cc2c(=O)n3ccccc3nc2s1` (stereo not given) gave H1N1 NS1A inhibition -9%, VEEV TC-83 Vero 1.9%, PhoP GFP inhibition -18%, M. tuberculosis HTS 8% and M. tuberculosis -3%.
For COCCCNCCCCOc1cccc(Br)c1 the results were H1N1 NS1A inhibition -7%, VEEV TC-83 Vero 2.5%, PhoP GFP inhibition -3%, M. tuberculosis HTS 1%, M. tuberculosis 22% and VEEV TC-83 Vero 10K pilot screen 0.1.
Screening CCc1nc(SCc2nnc(-c3ccc(C)cc3)o2)c2c(C)c(C)sc2n1 returned PhoP GFP inhibition -2% and M. tuberculosis HTS -16%.
`Cc1cc(NC(=O)c2ccc3c(c2)C(=O)N(C2CCCCC2)C3=O)no1` gave H1N1 NS1A inhibition -21%, VEEV TC-83 Vero 0.2%, PhoP GFP inhibition -6%, M. tuberculosis HTS 0% and M. tuberculosis 10%.
Screening COc1ccc(NC(=O)/C=C/c2c(Cl)nc3ccccn23)cc1 returned H1N1 NS1A inhibition 4%, VEEV TC-83 Vero 11%, PhoP GFP inhibition 1%, M. tuberculosis HTS 14% and M. tuberculosis 57%.
O=C1CC(c2ccc(Cl)cc2)CC(O)=C1C=NCCO (stereo not given) was read as H1N1 NS1A inhibition -3%, VEEV TC-83 Vero 2.2%, PhoP GFP inhibition -11%, M. tuberculosis HTS -2% and M. tuberculosis 32%.
Screening COc1cccc(CNC(=O)c2cccnc2Sc2ccc(Cl)cc2)c1 returned H1N1 NS1A inhibition -3%, VEEV TC-83 Vero 1.9%, PhoP GFP inhibition -9%, M. tuberculosis HTS 2% and M. tuberculosis 0%.
Screening CCOC(=O)c1c(CN2CCN(CCO)CC2)n(-c2ccccc2)c2cc(Br)c(O)cc12 returned H1N1 NS1A inhibition -8%, VEEV TC-83 Vero inconclusive, PhoP GFP inhibition 6%, M. tuberculosis HTS 8% and M. tuberculosis 50%.
Screening Cc1ccc(NC(=O)CN(C)C(=O)c2ccc(Cl)c(S(=O)(=O)NCc3ccco3)c2)cc1 returned H1N1 NS1A inhibition -14%, VEEV TC-83 Vero 8.2%, M. tuberculosis HTS 6% and M. tuberculosis 36%.
CCC1CCCCN1CCCNC(=O)C1CC(=O)N(CCc2ccccc2)C1 (stereo not given) was read as H1N1 NS1A inhibition -7%, VEEV TC-83 Vero 0.2%, PhoP GFP inhibition 5%, M. tuberculosis HTS -9% and M. tuberculosis -10%.

Molecules from the list above that have an aryl thioether with sulfur outside any ring (6):
Cc1nnc(SCC(=O)N(CC(C)C)C2CCS(=O)(=O)C2)n1N (stereo not given) was read as H1N1 NS1A inhibition -7%, VEEV TC-83 Vero 2.8%, M. tuberculosis HTS -7% and M. tuberculosis -8%.
`c1ccc(CSc2ncccn2)cc1` gave H1N1 NS1A inhibition -9%, VEEV TC-83 Vero 1.3%, PhoP GFP inhibition -5%, M. tuberculosis HTS 4% and M. tuberculosis 19%.
`O=C(O)c1cccc(CSc2nc(-c3ccccc3)cc(C(F)(F)F)n2)c1` gave H1N1 NS1A inhibition -3%, VEEV TC-83 Vero inactive, PhoP GFP inhibition -12%, M. tuberculosis HTS -2% and M. tuberculosis 42%.
Screening Cc1cccc(N2C(=O)CC(Sc3nc(C)cc(C)n3)C2=O)c1 (stereo not given) returned H1N1 NS1A inhibition 2%, VEEV TC-83 Vero 1.2%, PhoP GFP inhibition -1%, M. tuberculosis HTS -6% and M. tuberculosis 45%.
Screening CCc1nc(SCc2nnc(-c3ccc(C)cc3)o2)c2c(C)c(C)sc2n1 returned PhoP GFP inhibition -2% and M. tuberculosis HTS -16%.
Screening COc1cccc(CNC(=O)c2cccnc2Sc2ccc(Cl)cc2)c1 returned H1N1 NS1A inhibition -3%, VEEV TC-83 Vero 1.9%, PhoP GFP inhibition -9%, M. tuberculosis HTS 2% and M. tuberculosis 0%.

An unsorted share of the library; any-hit rate near 1.4%.
